ATXN viability: Viability Counterscreen for Primary qHTS for Inhibitors of ATXN expression; AID 651635, 2014; S2 cells (HEK-293 line with an ATXN2-luciferase reporter) viability, CellTiter-Fluor protease fluorescence, 24 h; 400,000 tested, 0.49% active; Potency, µM (top dose mostly 56.7 µM), most hits filed as cytotoxic; also: potency is read from the fitted curve at half-maximal effect; nearly all actives have a fitted effect of over 40% in size
HT1080NT lethal: qHTS for induction of synthetic lethality in tumor cells producing 2HG: qHTS for the HT-1080-NT fibrosarcoma cell line | HT-1080-NT fibrosarcoma viability, CellTiter-Glo ATP luminescence, 48 h | Potency, µM (top dose mostly 46.1 µM), for the others: top-dose activity, negative = less viability, most hits filed as cytotoxic | 360,000 tested, 1.6% active | AID 686970, 2013;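 also: NT is the 2HG producing partner of a matched IDH1 knockdown line; potency is read from the fitted curve at half-maximal effect; 0% = DMSO-treated cells and -100% = media-only wells without cells; nearly all actives have a fitted effect of over 55% in size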
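Luminescent CellTiter-Glo readout after 48 hours of compound exposure at 37 degrees C defined viability of HT-1080-NT cells. Activity was normalized to DMSO wells and cell-free media wells; concentration-response curves were fitted and assigned curve classes.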
IL1B secr inh: qHTS for Inhibitors of Inflammasome Signaling: IL-1-beta AlphaLISA Primary Screen. THP-1 LPS/ATP IL-1B secretion, AlphaLISA, 16 h; stronger effect = lower value. activity change, % at 57.5 µM. AID 743279, 2014. 360,000 tested, 4.7% active; in the data active = activity change below about -50%; inconclusive = mostly about -30% to -49%; also: % is scaled to controls: 0 for no effect and ±100 for the full control effect
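Secreted IL-1B measured by AlphaLISA bead assay after 16 h compound exposure of THP-1 cells; compounds (final up to 57.5 uM) added 1 h before LPS (250 ng/mL) and ATP (1.25 mM) stimulation; lower signal means less secretion.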
HT1080 IDH1KD tx: qHTS for induction of synthetic lethality in tumor cells producing 2HG: qHTS for the HT-1080-IDH1KD cell line; Potency, µM (doses to about 46.1 µM), inactives show top-dose activity, negative = toxicity, usual class: cytotoxic; 360,000 tested, 2% active; HT-1080 IDH1 knockdown viability, ATP luminescence, 48 h; AID 686971, 2013;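 also: potency is read from the fitted curve at half-maximal effect; 0% = DMSO wells and -100% = cell-free medium wells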
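After a 2 h attachment period, IDH1KD HT-1080 cells took pin-transferred compound for 48 h at 37 °C; ATP-based luminescence after 10 min room-temperature reagent incubation reported viability.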
ATXN2 expr inh: Primary qHTS for Inhibitors of ATXN expression; HEK-293 ATXN2-luciferase reporter, luminescence, 24 h; Potency, µM (series often up to 57 µM), for the others: at the top dose activity change, negative = inhibition, most hits filed as inhibitors; 360,000 tested, 0.72% active; also: potency is read from the fitted curve at half-maximal effect; % is scaled to controls: 0 for no effect and ±100 for the full control effect; nearly all actives have a fitted effect of over 55% in size
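qHTS (up to 57 uM final) was run with 24 h compound exposure of reporter cells at 37 °C. Each well was multiplexed: SteadyGlo luminescence measured ATXN2-luciferase expression after a fluorogenic Gly-Phe-AFC viability readout (25 uM final).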
KB-3-1 cytotox: qHTS assay for MDR1-selective chemotherapeutics: Primary screen using the parental adenocarcinoma cell KB-3-1; KB-3-1 viability, CellTiter-Glo ATP luminescence, 72 h; 400,000 tested, 1.4% active; Potency, µM (titrated, usually from 46.1 µM), inactives show top-dose activity change, negative = cytotoxic, hits mostly cytotoxic; also: potency is read from the fitted curve at half-maximal effect; % is scaled to controls: 0 for no effect and ±100 for the full control effect; nearly all actives have a fitted effect of over 60% in size
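Multi-concentration cytotoxicity screen in KB-3-1 cells grown in DMEM lacking phenol red with 10% FBS. After 72 h at 37 °C with compound, ATP-dependent luminescence was recorded.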
KB-V1 cytotox: qHTS assay for MDR1-selective chemotherapeutics: Primary screen using the drug-selected MDR subline cells KB-V1; AID 1347076, 2019; KB-V1 MDR cells viability, CellTiter-Glo, 72 h; Potency, µM (highest dose often 46.1 µM), for the others: at the top dose activity change, negative = cytotoxicity, actives largely listed as cytotoxic; 400,000 tested, 3.4% active; also: potency is read from the fitted curve at half-maximal effect; % is scaled to controls: 0 for no effect and ±100 for the full control effect; nearly all actives have a fitted effect of over 60% in size
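Potencies derive from concentration-effect curves fitted to normalized luminescence (CellTiter-Glo) of KB-V1 cells treated for 72 h at 37 degrees C in phenol-red-free DMEM containing 10% FBS.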
MCF10A rerep: A quantitative high throughput screen for small molecules that induce DNA re-replication in MCF 10a normal breast cells. 350,000 tested, 2.9% active. Potency, µM (top dose mostly 46.1 µM), for the others: at the top dose activity, positive = re-replication, most hits filed as activators. MCF 10A DNA re-replication, Hoechst nuclear intensity, 48 h. AID 624296, 2012; also: potency is read from the fitted curve at half-maximal effect; % of control where 0% means no effect; nearly all actives have a fitted effect of over 50% in size
SW480 rereplic: A quantitative high throughput screen for small molecules that induce DNA re-replication in SW480 colon adenocarcinoma cells. SW480 DNA re-replication, Hoechst DNA content imaging, 48 h. AID 624297, 2012. Potency, µM (doses to about 46.1 µM), for inactives: at the top dose re-replication activation, most hits filed as activators. 340,000 tested, 1.8% active; also: potency is read from the fitted curve at half-maximal effect; % of control where 0% means no effect; nearly all actives have a fitted effect of over 55% in size
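SW480 cells exposed to compounds for 48 hr at 37 C, 5% CO2, then Hoechst-stained 40 min. Nuclear DNA content imaged by fluorescence scanning (405 nm excitation, 500-530 nm emission); re-replication scored as increased high-intensity nuclei.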
* marks the source's active call; other numbers are inactive results; i = inactive; ? = inconclusive; . = not tested or not shown; [ ] = another dose, or the depositor's remark. Unless noted, calls follow the shape of the dose curve; as a rule, active = well fitted curve in the direction sought with a large enough effect; inconclusive = small, poorly fitted or top-dose-only effect, or another doubt; inactive = no such curve, though single readings can be large; an effect the other way counts as inactive or inconclusive.

item	compound	ATXN viability	HT1080 IDH1KD tx	KB-3-1 cytotox	HT1080NT lethal	IL1B secr inh	SW480 rereplic	MCF10A rerep	KB-V1 cytotox	ATXN2 expr inh
1	CC1(C(=O)NS(=O)(=O)c2ccc(Cl)cc2)CCN1C(=O)c1ccccc1 (stereo not drawn)	i	7%	0%	4%	24	.	.	?	8%
2	CC1Cc2ccccc2N1C(=S)NC(=O)c1ccco1 (stereo not drawn)	i	-2%	7%	-11%	15	-3%	?	1%	-4%
3	COc1ccc(Nc2nc(N)c3ccccc3n2)c(OC)c1	i	?	-2%	-22%	.	-2%	23%	0%	26%
4	CC(=O)c1ccc(N2CCN(C(=O)c3ccc(-c4ccccc4)cc3)CC2)cc1	i	-9%	-5%	-8%	3	-10%	?	-25%	-15%
5	NS(=O)(=O)c1ccc(CCNC(=O)CSc2cccs2)cc1	i	16%	4%	15%	23	-1%[1.84 µM]	15%	25%	-11%
6	Cc1nnc(SC(C)C(=O)c2c[nH]c3ccccc23)n1C1CC1 (stereo not drawn)	?	9%	20%	-1%	0	.	.	12%	.
7	Fc1ccc2cc(CCO[C@H]3CCCCO3)ncc2c1	i	8%	2%	10%	-4	2%	?	-6%	-20%
8	COC(=O)C(CSCc1ccccc1)NC(=O)CCNC(=O)OCc1ccccc1 (stereo not drawn)	i	-8%	-1%	-5%	20	.	.	5%	.
9	CC(=O)Nc1cc(-c2ccccc2)ccc1O	?	-3%	-3%	-6%	13	-1%	-1%	-2%	-26%
10	CCOc1ccc(N2CC(C(=O)Nc3ccccc3F)CC2=O)cc1 (stereo not drawn)	i	11%	12%	2%	-2	-4%	0%	-3%	-9%
11	Cc1ccc(C)c(NC2=NCC(=O)N2C2CCCCC2)c1	i	-2%	-1%	-7%	13	4%	18%	-12%	1%
12	COc1ccc(C(=O)NC(=S)N2CCNC(=O)C2)cc1Br	i	-2%	30%	0%	-19	1%	0%	6%	.
13	COc1ccc(N2C(=O)C(CN3CCN(C)CC3)C2c2ccccc2)cc1 (stereo not drawn)	i	-12%	-2%	-4%	-7	-57%[inhibitor]	2%	-25%	.
14	Oc1ccc(-c2csc(Nc3cccnc3)n2)cc1	i	-29%	0%	-24%	-11	-12%	-4%	-14%	16%
15	Cc1ccc(NC(=O)c2ccc(NC(=O)c3ccccc3)cc2)cc1C	?	?	23µM*	?	0	?	24%	18µM*	-33%
16	N#Cc1c(C(F)(F)F)cc(C2CC2)nc1N1CCCC1	i	10%	10%	21%	1	2%	-2%	10%	1%
17	COc1ccc(CN(C(=O)CSc2nnc(-c3ccccc3F)o2)c2ccc(F)cc2)cc1	i	-1%	-6%	-22%	11	-30%[inhibitor]	-24%	?	-11%
18	Cc1cc(C)n(C(=O)CN2C(=O)COc3ccccc32)n1	i	8%	-15%	1%	-13	?	-5%	?	-2%
19	Cc1cc(C)cc(CC2CC(=O)N(c3cc(C)ccc3C)C2=O)c1 (stereo not drawn)	.	8%	3%	11%	-18	-3%	9%	?	-15%
20	COc1ccc2[nH]cc(CCNC(=S)NC3CCCC3)c2c1	i	13%	-6%	21%	18	-9%	3%	4%	4%
21	COc1ccc(C(=O)CCC(=O)Nc2ccc(OC)c(Cl)c2)cc1	i	.	-1%	.	.	.	.	-5%	-4%
22	O=C(Nn1cnnc1)c1ccc(F)cc1	i	12%	14%	8%	-6	-13%	0%	-14%	-2%
23	CCNC(=O)NCc1c(C)c(C)n(Cc2ccccc2)c1-n1cccc1	i	1%	-5%	-2%	-8	-4%	4%	?	-9%
24	COc1ccc2c(C)cc(SCC(=O)c3ccc4c(c3)OCO4)nc2c1	i	-28%	-5%	-11%[9.24 µM]	49	3%	?	-22%	-4%
25	CC(C)C(=O)Nc1c2c(nn1-c1ccc(F)cc1)CS(=O)(=O)C2	i	17%	2%	2%	19	-3%	1%	-1%	1%
26	CN(C)S(=O)(=O)c1cccc(NC(=O)Cn2cnc3ccccc3c2=O)c1	i	12%	27%	8%	15	-5%	18%	-6%	1%
27	CCN=C1S/C(=C\c2cc(Cl)c(OC)c(OC)c2)C(=O)N1CC	i	-2%	-40%	-3%	-14	10%	12%	-28%	-10%
28	COc1cccc(C2/C(=C(/O)c3cnn(-c4ccccc4)c3C)C(=O)C(=O)N2CCN(C)C)c1 (stereo not drawn)	i	-1%[9.24 µM]	4%	8%	-5	-1%	2%	-5%	1%
29	Cc1ccc(C(OCC(O)CNC(C)c2ccccc2)c2ccccc2)cc1 (stereo not drawn)	?	18µM*	-12%	15µM*	-107*	12%	?	?	?
30	O=[N+]([O-])c1ccc(N/N=C2\CC3CC=CC23)cc1 (stereo not drawn)	?	?	0%	-1%	?	20%	14%	0%	9%
31	COc1ccccc1C(=O)Nc1sc2c(c1C(N)=O)CCCC2	i	-21%	-6%	-28%	5	-39%[inhibitor]	-2%	-15%	15%
32	COC(=O)C(C)SC1=N/C(=C/c2ccc(-n3cncn3)cc2)C(=O)N1 (stereo not drawn)	i	1%	-8%	2%	0	?	16µM*	-2%	0%
33	O=C(CN(C(=O)c1csnn1)c1ccccc1F)NC1CCCCC1	i	1%	9%	11%	3	-14%	-5%	1%	1%
34	CCc1ccc(Nc2ncccc2C#N)cc1	?	-3%	0%	-8%	-59*	-165%[inhibitor]	0%	-1%	33%
35	Cc1ccc(CN(C(=O)c2ccccc2F)c2ccccn2)o1	i	.	7%	.	.	.	.	0%	10%
36	COc1ccc(C(=O)NC2CC2)cc1OC1CCN(Cc2ccc(F)cc2)CC1	i	7%	7%	-5%	0	-6%	-1%	-21%	-12%
37	N#C/C(=C/C1=C(N2CCOCC2)C(=C/c2ccccc2)/CC1)C(=O)Nc1ccccc1F	i	4%	?	0%	21	-1%	?	-16%	-2%
38	CC(C)CCn1c(SCCN2CCOCC2)nc2c1c(=O)[nH]c(=O)n2C	i	-1%	19%	6%	-22	0%[9.22 µM]	0%	-13%	6%
39	O=C(NC(c1ccc2c(c1)OCO2)c1ccccn1)C1CCN(CCOc2ccc(Cl)cc2Cl)CC1 (stereo not drawn)	?	?	0%	?	?	.	.	-6%	?
40	Cc1ccnc(NC(=O)CCCc2ccccc2)c1	i	17%	-9%	0%	27	?	13%	?	44%[activator]
41	COc1cc(C)c(N(C(C)=O)c2ccccc2)c(C)c1	i	1%[9.24 µM]	-7%	1%	5	-5%	-1%	?	2%
42	O=C(CSc1nnc(C2CC2)n1C1CC1)c1ccc(F)c(F)c1	i	8%	5%	-1%	-25	3%	10%	6%	.
43	O=C(N/N=C/c1ccccc1O)NC12CC3CC(CC(C3)C1)C2	i	?	-2%	?	?	-5%	?	-28%	21%
44	Cc1nc(SCC(=O)c2ccc(F)c(F)c2)[nH]c(=O)c1Oc1ccc(F)cc1	i	-15%	-8%	-1%	.	-2%	-12%	1%	-7%
45	O=C(CSc1ncc(-c2ccccc2)nn1)NCc1ccco1	?	-8%	17%	-2%	19	-4%	-3%	0%	2%
46	COc1ccc(OC)c(N(CC(=O)N2CCc3ccccc3C2)S(C)(=O)=O)c1	i	?	?	-1%	3	20%	10%	?	-4%
47	CCc1ccc(NS(=O)(=O)c2c(C(=O)N3CCCCCC3)c(C)n(C)c2C)cc1	i	1%	12%	0%	-13	2%	0%	7%	-19%
48	Cc1ccc2cccc(OCc3ccccc3)c2n1	?	18%	-17%	4%	.	-1%	?	-22%	-10%
49	O=C(Nc1ccc(S(=O)(=O)Nc2cnc3ccccc3n2)cc1)c1ccc(Cl)c([N+](=O)[O-])c1	i	0%	0%	-12%	-4	-4%	?	16%	.
50	Cc1cc(C(=O)NC(Cc2ccccc2)C(=O)O)c(C)o1 (stereo not drawn)	i	0%	2%	-3%	7	19%	-3%	7%	-4%

Compounds above that contain a cyano group (three):
item	compound	ATXN viability	HT1080 IDH1KD tx	KB-3-1 cytotox	HT1080NT lethal	IL1B secr inh	SW480 rereplic	MCF10A rerep	KB-V1 cytotox	ATXN2 expr inh
16	N#Cc1c(C(F)(F)F)cc(C2CC2)nc1N1CCCC1	i	10%	10%	21%	1	2%	-2%	10%	1%
34	CCc1ccc(Nc2ncccc2C#N)cc1	?	-3%	0%	-8%	-59*	-165%[inhibitor]	0%	-1%	33%
37	N#C/C(=C/C1=C(N2CCOCC2)C(=C/c2ccccc2)/CC1)C(=O)Nc1ccccc1F	i	4%	?	0%	21	-1%	?	-16%	-2%

Compound profiles, as listed above. Values in the order: ATXN viability | HT1080 IDH1KD tx | KB-3-1 cytotox | HT1080NT lethal | IL1B secr inh | SW480 rereplic | MCF10A rerep | KB-V1 cytotox | ATXN2 expr inh
Cc1ccc2cccc(OCc3ccccc3)c2n1 is entered as ? | 18% | -17% | 4% | . | -1% | ? | -22% | -10%
COc1ccc(OC)c(N(CC(=O)N2CCc3ccccc3C2)S(C)(=O)=O)c1 is entered as i | ? | ? | -1% | 3 | 20% | 10% | ? | -4%
O=C(N/N=C/c1ccccc1O)NC12CC3CC(CC(C3)C1)C2 is entered as i | ? | -2% | ? | ? | -5% | ? | -28% | 21%
